# sdo1 growth = restores growth of sdo1-depleted yeast; S. cerevisiae sdo1-depleted JHY4D growth rescue, OD600 30 h; active compounds read high; pdr5 snq2 efflux-pump mutant strain; z-score at 10 µM; hit rate 0.21% among 140,000; AID 817;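 active = z-score above 3 at both the 24 hr and the 30 hr optical density reads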;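 note: z-score against mean and SD of all compound wells on the same plate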
# INS promoter inh = TRM-6 insulin promoter activity inhibition; TRM-6 cells (human fetal islet line), insulin promoter-eGFP reporter, imaging; reporter expression induced with tamoxifen; inhibition, % at 2 µM; hit rate 0.9% among 130,000; AID 1273;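 active = inhibition above the mean plus 3 SD, with well images judged a real hit on visual review, cut at about 60% in these data, passing the limit was not always enough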
# sdo1 growth Rescue 24 h = second read-out of sdo1 growth, no call of its own (marks repeat the call); z-score; S. cerevisiae sdo1-depleted JHY4D growth rescue, OD600; measured here: growth rescue at 24 h;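 0 is the plate mean of compound wells and units are plate SD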
# * = called active by the depositor; . = no result given; [ ] = another dose, or the depositor's remark.
sdo1 growth	sdo1 growth Rescue 24 h	INS promoter inh	smiles
-0.96	-0.73	-44	Cc1cc(C)c(S(=O)(=O)N2CCCOC2CNC(=O)C(=O)NCc2cccs2)c(C)c1 (configuration not stated)
1	1	-9	O=c1[nH]c2ccccc2nc1C(Cl)c1ccccc1 (configuration not stated)
-1.1	-0.91	24	O=C(N/N=C/C=C/c1ccccc1)c1n[nH]c2c1CCC2
.	.	64	CCOC(=O)C1=C(CC)Nc2ccccc2N=C1N
-1.1	-0.38	67	CC(=NCc1ccco1)c1c(O)n(C2CCCCC2)c(=O)[nH]c1=O
-0.35	0.03	.	CC(=O)Nc1cccc(NC(=O)CSc2nnc(Cc3cccn3C)n2CCc2ccccc2)c1
0.39	-0.74	.	Cc1c(N=C(N)/N=C(\N)Nc2ccccc2)c(=O)n(-c2ccccc2)n1C
0.74	0.74	-38	COc1cccc(CNCC(=O)N2C(C)CCCC2C)c1 (configuration not stated)
1.3	1.1	71*	COc1ccc(-n2c(C)c(C(C)=O)c(C(C)=O)c2C)cc1OC
-0.28	-1.1	-49	COc1ccc(S(=O)(=O)N2CCC(C(=O)Nc3ccccc3C)CC2)c2cccnc12
0.07	-0.81	12	O=S(=O)(NC1CC1)c1cccc(S(=O)(=O)N2CCCC2)c1
0	0.74	.	COC(=O)c1ccc(C(=O)OC)c(NC(=O)COC(=O)c2ccc(OC)c(OC)c2OC)c1
-1	-0.92	-89	Cc1cccc(C)c1N(CC(O)Cn1c2ccccc2c2ccccc21)S(C)(=O)=O (configuration not stated)
0.37	-0.53	32	O=[N+]([O-])c1ccc(Cl)c(CN2CCC(O)CC2)c1
.	.	-3	CCCn1c(=O)c2ccccc2n2c(SCc3cc(=O)n4ccsc4n3)nnc12
0.24	0.92	27	Cc1ccc(C)c(OCCn2cc(/C=C(\C#N)C(=O)NCc3cccs3)c3ccccc32)c1
0.51	0.87	-9	Cc1ccccc1NC(=O)C1CCCN1C(=O)NC1CCCCC1 (configuration not stated)
-0.72	-0.31	10	CC(C)c1ccc2oc(=O)cc(CN3CCN(c4ccccc4)CC3)c2c1
1.6	1.1	44	O=C(c1cc2cc(Cl)cc(Cl)c2oc1=O)N1CCOCC1
0.01	-0.08	-94	CCS(=O)(=O)c1ccc(NC(=O)c2ccccc2Cl)c(O)c1
-0.07	-0.62	-14	Cc1cc(N2CCOCC2)nc(NCc2ccccc2)n1
.	.	-27	CN(C)CC1CCCCC1OC(=O)c1ccc(Br)cc1 (configuration not stated)
0.06	-0.87	.	O=C(CCC(=O)N(CC(=O)NC1CCCCC1)c1ccc2c(c1)OCO2)Nc1ccccn1
2.2	0.89	-12	COc1cc(CC(=O)Nc2sccc2C(N)=O)cc(OC)c1OC
1.5	0.67	.	COc1ccc(/C(O)=C2\C(=O)C(=O)N(CCN3CCOCC3)C2c2ccccc2OC)cc1 (configuration not stated)

# Single records, as listed above. Values in the order: sdo1 growth | sdo1 growth Rescue 24 h | INS promoter inh
# Results for COc1ccc(S(=O)(=O)N2CCC(C(=O)Nc3ccccc3C)CC2)c2cccnc12 = -0.28 | -1.1 | -49
# Results for Cc1ccc(C)c(OCCn2cc(/C=C(\C#N)C(=O)NCc3cccs3)c3ccccc32)c1 = 0.24 | 0.92 | 27

# Going on with the list:
sdo1 growth	sdo1 growth Rescue 24 h	INS promoter inh	smiles
-0.17	-0.32	7	COc1ccc(C(=O)OCC(=O)NC(C)(C)C)cc1[N+](=O)[O-]
.	.	-9	Cc1nc(CNS(=O)(=O)c2cccs2)cs1
-0.59	-0.24	10	CCOC(=O)c1c(NC(=O)Cc2cccs2)sc2c1CCCC2
-0.11	-0.57	-29	Cc1c(C(c2cccc([N+](=O)[O-])c2O)c2c(C)n(C)n(-c3ccccc3)c2=O)c(=O)n(-c2ccccc2)n1C
0.62	0.22	19	COC(=O)c1cc(OC)c(OC)cc1NC(=S)Nc1cc(Cl)ccc1OC
-0.28	-0.38	.	O=C(Nc1ccccc1)Nc1ccc(Br)cc1F
0.2	0.37	-13	O=C(CSc1nnnn1-c1ccc(Cl)cc1)NNC(=O)c1ccc([N+](=O)[O-])cc1
0.4	0.46	42	CCOC(=O)CSC1=C(C#N)C(c2ccc(OC)cc2)C2=C(CC(C)(C)CC2=O)N1 (configuration not stated)
0.14	1.7	-23	C=CCc1ccc(OCCOCCOc2ccc(C)cc2[N+](=O)[O-])c(OC)c1
0.42	0.43	.	Cc1ccccc1-n1nnnc1SCC(N)=O
0.27	-0.21	14	COc1ccc(OC)c(NC(=O)C2CCN(S(=O)(=O)c3cccs3)CC2)c1
0.59	0.92	.	COc1ccc(N(CC(=O)NCCSc2ccccn2)S(C)(=O)=O)cc1Cl
0.96	1.1	29	CC(=O)c1cccc(NC(=O)c2ccco2)c1
-1.5	-1.5	-43	O=C(Nc1cccc2ccccc12)c1onc2c1CCCC2
1.3	2.6	6	O=C(NCC(=O)N(Cc1ccccc1)C(C(=O)NC1CCCCC1)c1ccco1)c1ccco1 (configuration not stated)
.	.	17	Cc1cc(C(=O)Cn2cnc3cc([N+](=O)[O-])ccc3c2=O)c(C)n1CC1CCCO1 (configuration not stated)
-0.35	-0.36	-25	COc1ccc(OCc2cccc(C(=O)N3CCCC3)c2)cc1
0.49	2.5	0	COc1ccc(C(=O)NC(=S)Nc2ccc(NC(=O)c3ccco3)cc2)cc1[N+](=O)[O-]
0.43	-0.01	-438	O=C(Nc1ccc(C(=O)N2CCCC2)cc1)c1ccccc1F
0.47	-0.09	21	CC(=O)Nc1ccc(/C(C)=N/NC(=O)CN(c2ccccc2Br)S(C)(=O)=O)cc1
.	.	-29	COc1cccc(CNC(=O)C2CCC(CNc3nc(=S)[nH]c4ccccc34)CC2)c1 (configuration not stated)
.	.	41	Cc1cc[n+](C(C)C(=O)c2ccc(-c3ccccc3)cc2)cc1 (configuration not stated)
.	.	36	Cc1ccccc1-c1nnc(SCCC(=O)N2CCOCC2)o1
0.02	-0.7	65	O=C(CSc1nnc(-c2cccnc2)n1-c1ccccc1)Nc1ccccc1
0.19	-0.27	.	O=C(Cn1ccsc1=NC(=O)C(F)(F)F)c1ccccc1
0.4	-0.88	55	COC(=O)C1=C(N)OC2=C(C(=O)CCC2)C1c1cccs1 (configuration not stated)
-1.2	-0.87	13	CCC(C)NCCOCCOc1ccc(Cl)c(C)c1C (configuration not stated)
0.23	-0.13	43	O=C(NC1=NCCS1)c1ccc(OCC2CCCO2)cc1 (configuration not stated)
-1.5	-0.73	-38	Cc1nc(N2CCN(S(=O)(=O)c3cccc4nonc34)CC2)c2c3c(sc2n1)CCCC3
-0.77	-1.3	38	COCC(C)n1c(C)cc(C(=O)COC(=O)c2ccc3c(c2)NC(=O)CS3)c1C (configuration not stated)
.	.	-400	Cc1ccc(C(=O)N2CCN(C(=O)c3ccc(C)c(C)c3)C(C)C2)cc1C (configuration not stated)
.	.	53	CC(CCc1ccccc1)NC(=O)C(=O)N1CCOCC1 (configuration not stated)
0.01	-0.29	-72	Cc1noc(C)c1CSc1nc2[nH]ncc2c(=O)n1-c1ccccc1
.	.	-5	CCNC(=O)c1ccccc1CCc1ccccc1
-0.26	-0.53	-58	Cc1ccc(S(=O)(=O)NC(CC(=O)NCC2CCCO2)c2ccco2)cc1 (configuration not stated)
-1.3	-1.4	22	O=C(Oc1cccc(Nc2ncnc3ccccc23)c1)c1ccccc1Cl
1	1.1	-3	COc1ccc(/C(O)=C2/C(=O)C(=O)N(CC3CCCO3)C2c2cccc(OC)c2)cc1 (configuration not stated)
0.4	1.8	-30	CCc1nnc(NC(=O)c2ccc(S(=O)(=O)N3CCN(Cc4ccccc4)CC3)cc2)s1
-0.06	-0.24	38	CCOC(=O)N1CCN(C(=O)c2ccc(S(=O)(=O)c3ccc(C)cc3)c(NC(C)=O)c2)CC1
-0.81	0.27	-36	CCOC(=O)c1sc2nc(N3CCCC3)c3c(c2c1N)CC(C)(C)OC3
0.01	0.49	-8	O=C(Cc1ccc(Br)cc1)Nc1ccccc1Cl
-2.3	-1.8	64	Cc1cc(Nc2ccccc2)nc(-c2ccccc2O)n1
-0.98	-0.04	.	CCc1nnc(NC(=O)CSc2ncnc3scc(-c4ccc(C)cc4)c23)s1
.	.	-8	COc1ccc(-c2nc(CN(CC3CCC(=O)N3)C(C)C)c(C)o2)c(C)c1C (configuration not stated)
-0.63	0.45	-17	Cc1cccc(OCC(=O)Nc2ccccc2-c2ccccc2)c1
-1	-1.6	28	COc1ccccc1NC(=O)Cn1nc(-c2ccc(Cl)cc2)c2ccccc2c1=O
-0.09	1.1	50	N#C/C(=C\c1ccc(Sc2ccccc2)o1)c1nc2ccccc2[nH]1
1.1	1.5	.	O=C(COC(=O)c1ccc(Br)cc1)NCc1ccccc1
0.13	-0.39	-54	COc1cc(-c2noc(CCCC(=O)NCc3ccccc3)n2)cc(OC)c1OC
0.87	0.06	.	O=c1[nH]c(=O)n(CCOc2ccc(Cl)cc2)cc1Br

# For convenience, part of the list above:
sdo1 growth	sdo1 growth Rescue 24 h	INS promoter inh	smiles
-0.96	-0.73	-44	Cc1cc(C)c(S(=O)(=O)N2CCCOC2CNC(=O)C(=O)NCc2cccs2)c(C)c1 (configuration not stated)
1	1	-9	O=c1[nH]c2ccccc2nc1C(Cl)c1ccccc1 (configuration not stated)
-1.1	-0.91	24	O=C(N/N=C/C=C/c1ccccc1)c1n[nH]c2c1CCC2
.	.	64	CCOC(=O)C1=C(CC)Nc2ccccc2N=C1N
-1.1	-0.38	67	CC(=NCc1ccco1)c1c(O)n(C2CCCCC2)c(=O)[nH]c1=O
-0.35	0.03	.	CC(=O)Nc1cccc(NC(=O)CSc2nnc(Cc3cccn3C)n2CCc2ccccc2)c1
0.39	-0.74	.	Cc1c(N=C(N)/N=C(\N)Nc2ccccc2)c(=O)n(-c2ccccc2)n1C
0.74	0.74	-38	COc1cccc(CNCC(=O)N2C(C)CCCC2C)c1 (configuration not stated)
1.3	1.1	71*	COc1ccc(-n2c(C)c(C(C)=O)c(C(C)=O)c2C)cc1OC
-0.28	-1.1	-49	COc1ccc(S(=O)(=O)N2CCC(C(=O)Nc3ccccc3C)CC2)c2cccnc12
0.07	-0.81	12	O=S(=O)(NC1CC1)c1cccc(S(=O)(=O)N2CCCC2)c1
0	0.74	.	COC(=O)c1ccc(C(=O)OC)c(NC(=O)COC(=O)c2ccc(OC)c(OC)c2OC)c1
-1	-0.92	-89	Cc1cccc(C)c1N(CC(O)Cn1c2ccccc2c2ccccc21)S(C)(=O)=O (configuration not stated)
0.37	-0.53	32	O=[N+]([O-])c1ccc(Cl)c(CN2CCC(O)CC2)c1
.	.	-3	CCCn1c(=O)c2ccccc2n2c(SCc3cc(=O)n4ccsc4n3)nnc12
0.24	0.92	27	Cc1ccc(C)c(OCCn2cc(/C=C(\C#N)C(=O)NCc3cccs3)c3ccccc32)c1
0.51	0.87	-9	Cc1ccccc1NC(=O)C1CCCN1C(=O)NC1CCCCC1 (configuration not stated)
-0.72	-0.31	10	CC(C)c1ccc2oc(=O)cc(CN3CCN(c4ccccc4)CC3)c2c1

# More results
sdo1 growth	sdo1 growth Rescue 24 h	INS promoter inh	smiles
-1.5	-1.3	47	CCOC(=O)CS(=O)(=O)c1nc(-c2ccccc2)cc(C(F)(F)F)n1
.	.	43	CCOc1ccc(C2C(C(=O)c3cccs3)=C(O)C(=O)N2Cc2cccnc2)cc1OC (configuration not stated)
0.65	-0.19	-36	CCS(=O)(=O)N1CCN(CC2CC3C=CC2C3)CC1 (configuration not stated)
0.39	0.34	-32	O=C(Nc1ccc([N+](=O)[O-])cc1)C1(c2ccccc2)CCOCC1
.	.	-45	S=C(NCC1CCCO1)N1CCN(c2cccc(Cl)c2)CC1 (configuration not stated)
-0.75	-1.3	42	CCN1CCCC1CNC(=O)Cn1cccc1C(=O)c1ccccc1 (configuration not stated)
-2.3	-0.96	14	COc1ccc(C(=O)c2c(C(F)(F)F)oc3c2C(=O)c2ccccc2C3=O)cc1
2.1	0.42	21	CCCCOc1ccc(N2C(=O)CC(N(CCc3ccccc3)C(=O)/C=C/C(=O)O)C2=O)cc1 (configuration not stated)
-1.7	-1.7	.	COc1ccc(N(CC(=O)N2CC=C(c3ccccc3)CC2)S(=O)(=O)c2c(C)noc2C)cc1
-1.4	-1	-41	Cc1cc(Cl)cc2c1NC(=O)[C@]21[C@@H]2C(=O)N(Cc3ccccc3)C(=O)[C@@H]2[C@@H]2CCCN21
-0.65	-0.94	.	O=C(CCCCCN1C(=O)c2ccccc2C1=O)NCc1ccco1
-1	-0.51	22	CCOC(=O)C1CCCN(CC(=O)Nc2c(C(=O)OC)[nH]c3ccc(C)cc23)C1 (configuration not stated)
-0.82	-0.61	-370	COc1ccc(CNc2ccc(C)cc2)cc1Br
1.1	1	21	O=c1cc(-c2ccccc2)nc2nc[nH]n12
.	.	5	Cc1cc(C)n2nc(SCC(=O)Nc3ccccc3)nc2n1
0.22	0.29	-24	CCC(C)Oc1ccccc1C1CC(=O)NC2=C1C(=O)CCC2 (configuration not stated)
.	.	-7	O=C(O)CC12CC3CC(C1)CC(n1ncc(NCc4ccc5c(c4)OCO5)c(Cl)c1=O)(C3)C2
.	.	0	CC(C)N1CCN(CC#Cc2ccccc2)CC1CCO (configuration not stated)
-1.4	-1.1	-12	O=C(Nc1cccc(-c2nnc(-c3ccco3)o2)c1)C(c1ccccc1)c1ccccc1
-0.58	-0.6	-22	COc1ccc(Br)cc1CNC(=O)C1CCN(S(=O)(=O)N2CCC(C)CC2)CC1
1.8	4.6	0	COc1ccc(N2CC(C(=O)NCCCN3CCOCC3)CC2=O)cc1 (configuration not stated)
-1.1	-0.96	67*	CCOC(=O)c1[nH]c2cc(OC)c(OC)cc2c1NC(=O)CN1CCN(c2ccc(OC)cc2)C(C)C1 (configuration not stated)
1.4[7.8 µM]	0.62	.	CCc1ccccc1NS(=O)(=O)c1ccc2[nH]cc(C(=O)NCC3CCCO3)c(=O)c2c1 (configuration not stated)
.	.	12	O=C(CNC(=O)c1cccs1)NCC(=O)OCC(=O)c1ccc([N+](=O)[O-])cc1
0.34	0.38	.	N#CCCn1cc(/C=N/NC(=O)c2ccncc2)c(-c2ccc(F)cc2)n1

# From PubChem
